# GPT2 inhibitor – Primary qHTS assay for inhibitors of Glutamate pyruvate transaminase 2 (GPT2); Alanine aminotransferase 2 (Homo sapiens), Q8TD30; Recombinant GPT2, coupled pyruvate oxidase/HRP Amplex Red fluorescence; Potency, µM (highest dose often 57.7 µM), without a hit: at the top dose activity change, negative = inhibition, usual class: inhibitors; hit rate 0.25% among 100,000; AID 1671188, 2021; also: potency is read from the fitted curve at half-maximal effect; nearly all actives have a fitted effect of over 60% in size; many of its hits are not listed in these tables
#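 Recombinant GPT2 (10ng/uL) with 250uM a-KG and 2mM L-alanine, 30 min at room temperature, in HEPES pH 7.5 buffer. Pyruvate detected by pyruvate oxidase/HRP/Amplex Red fluorescence after 30 min in the dark; AOA (50uM) as positive control.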
# IP6K1 inh – Primary qHTS assay for small molecule inhibitors of Inositol hexaphosphate kinase 1 (IP6K1). Inositol hexakisphosphate kinase 1 (Homo sapiens), Q92551. IP6K1 kinase, ADP-Glo luminescence, 2 h; active compounds read low. activity change, % (series mostly up to about 58 µM). hit rate 0.81% among 140,000. AID 1645851, 2021; in the data active = activity change below about -25%
# Target sequence (Q92551 whole entry, looked up): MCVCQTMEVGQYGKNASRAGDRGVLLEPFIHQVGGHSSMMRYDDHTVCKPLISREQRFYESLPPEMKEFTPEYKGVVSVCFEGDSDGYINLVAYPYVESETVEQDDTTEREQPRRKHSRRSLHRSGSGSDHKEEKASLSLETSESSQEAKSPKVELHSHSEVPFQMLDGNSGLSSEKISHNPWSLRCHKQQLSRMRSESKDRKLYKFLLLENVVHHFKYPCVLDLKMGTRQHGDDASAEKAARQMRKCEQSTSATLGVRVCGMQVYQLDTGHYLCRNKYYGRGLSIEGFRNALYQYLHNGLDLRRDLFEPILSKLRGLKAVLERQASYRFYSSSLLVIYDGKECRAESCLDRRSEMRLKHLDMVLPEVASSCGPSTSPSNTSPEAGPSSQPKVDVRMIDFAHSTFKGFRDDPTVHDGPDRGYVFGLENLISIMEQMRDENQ
#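 ADP-Glo luminescence measures ADP made by human IP6K1 during a 2 h RT reaction with ATP/IP6 (mix at 1.3 mM/130 uM); top library doses 57.5 and 19.1 uM final.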
# SNCA expr inh – Primary qHTS assay for inhibitors of alpha-synuclein gene (SNCA) expression | Potency, µM (doses to about 57.2 µM), for inactives: top-dose activity change, negative = inhibition, actives largely listed as inhibitors | HEK-293 SNCA-luciferase knock-in, luminescence, 24 h | hit rate 0.17% among 140,000;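 also: potency is read from the fitted curve at half-maximal effect; plate controls were DMSO cells for no effect and cell-free wells for full effect; nearly all actives have a fitted effect of over 45% in size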
# HEK cytotox – Cytotoxic Profiling in HEK 293 Cell Line of Diverse Libraries Using Quantitative High-Throughput Screening; HEK 293 viability, ATP luminescence (CellTiter-Glo), 48-72 h; Potency, µM (series often up to 115 µM), without a hit: at the top dose activity change, negative = cytotoxicity, hits mostly inhibitors; hit rate 6.6% among 94,000; AID 1345083, 2018; also: potency is read from the fitted curve at half-maximal effect; nearly all actives have a fitted effect of over 60% in size
#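 Pintool-delivered compounds were incubated with HEK 293 cells (250 cells/well) at 37 degree Celsius for 48 or 72 hr. ATP-dependent luminescence (CellTiter-Glo) then reported remaining viable cells.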
# Luciferase inh – Firefly luciferase inhibition profiling of diverse chemical library using quantitative high-throughput screening | Luciferin 4-monooxygenase (Photinus pyralis), P08659 | purified P. pyralis luciferase, luminescence, biochemical | Potency, µM (series often up to 115 µM), without a hit: top-dose activity change, negative = inhibition, most hits filed as inhibitors | hit rate 2.5% among 76,000 | AID 1347043, 2019; also: potency is read from the fitted curve at half-maximal effect; nearly all actives have a fitted effect of over 65% in size
# Target sequence (P08659 whole entry, looked up): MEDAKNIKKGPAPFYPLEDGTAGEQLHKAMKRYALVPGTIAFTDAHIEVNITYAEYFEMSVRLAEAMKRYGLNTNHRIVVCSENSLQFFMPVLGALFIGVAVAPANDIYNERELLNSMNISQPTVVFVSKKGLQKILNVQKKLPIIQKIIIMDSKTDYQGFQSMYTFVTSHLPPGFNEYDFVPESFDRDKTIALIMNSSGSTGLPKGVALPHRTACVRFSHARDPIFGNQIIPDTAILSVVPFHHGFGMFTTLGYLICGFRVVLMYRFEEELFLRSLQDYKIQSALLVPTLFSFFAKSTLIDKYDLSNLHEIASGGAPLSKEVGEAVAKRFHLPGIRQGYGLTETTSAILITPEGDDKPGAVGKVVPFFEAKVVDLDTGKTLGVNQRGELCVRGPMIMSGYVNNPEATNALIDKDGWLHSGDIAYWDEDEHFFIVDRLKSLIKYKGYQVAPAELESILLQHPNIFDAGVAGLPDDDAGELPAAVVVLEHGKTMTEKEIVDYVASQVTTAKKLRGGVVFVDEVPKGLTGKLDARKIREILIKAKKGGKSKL
#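 Inhibitors were tested against purified firefly luciferase in a biochemical, low-substrate format (both substrates at 10uM) and luminescence measured with a CCD imager.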
# NIH3T3 tox – Cytotoxic Profiling in NIH 3T3 Cell Line of Diverse Libraries Using Quantitative High-Throughput Screening | NIH 3T3 viability, CellTiter-Glo ATP luminescence, 48-72 h | Potency, µM (top dose mostly 96.7 µM), for the others: at the highest dose activity change, negative = cytotoxicity, usual class: inhibitors | hit rate 4.3% among 94,000 | AID 1345082, 2018; also: potency is read from the fitted curve at half-maximal effect; nearly all actives have a fitted effect of over 55% in size
#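 Cytotoxicity was measured by CellTiter-Glo ATP luminescence after 48 or 72 h compound exposure at 37 °C. Mouse NIH 3T3 fibroblasts were seeded at 400 cells/well and dosed by 23 nL pin transfer.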
# SNCA viab count – GF-AFC viability counterscreen for inhibitors of alpha-synuclein gene (SNCA) expression. HEK-293-SNCA-luc viability, GF-AFC fluorescence, 24 h. Potency, µM (series often up to 57.1 µM), inactives show top-dose activity change, negative = cytotoxicity, hits mostly cytotoxic. AID 1671193, 2021. hit rate 0.12% among 150,000;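 also: potency is read from the fitted curve at half-maximal effect; 0% = DMSO-treated cells and -100% = medium-only wells without cells; nearly all actives have a fitted effect of over 30% in size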
#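 Cytotoxicity counterscreen: after 24 h compound treatment of genome-edited SNCA-luciferase HEK-293 cells, live-cell protease substrate GF-AFC read by fluorescence after 30 min; activity scaled between DMSO (0%) and medium-only (-100%), curves Hill-fitted.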
# * marks the source's active call; other numbers are inactive results; i = inactive; ? = inconclusive; · = not tested or not shown; [ ] = dose if it differs, or a comment. Unless noted, calls follow the shape of the dose curve; as a rule, active = well fitted curve in the direction sought with a large enough effect; inconclusive = small, poorly fitted or top-dose-only effect, or another doubt; inactive = no such curve, though single readings can be large; an effect the other way counts as inactive or inconclusive. Unless noted, % is scaled to controls: 0 for no effect and ±100 for the full control effect. Only part of the results is shown, so the mix of outcomes need not match the whole.
SMILES,GPT2 inhibitor,IP6K1 inh,SNCA expr inh,HEK cytotox,Luciferase inh,NIH3T3 tox,SNCA viab count
Cc1cccc(CCn2c(=O)c3ccccc3n(CC(=O)Nc3ccccc3F)c2=O)c1,·,13,5%,·,·,·,9%
Cc1ccc(Cn2c(C(=O)O)c(CNCc3ccc(OC(C)C)cc3)c3ccc(C)cc32)cc1,·,0,?,·,·,·,-20%
CCOC(=O)CC(NC(=O)Cn1nnc(-c2ccc(C(F)(F)F)cc2)n1)c1ccccc1Cl (stereo not given),·,12,-7%,·,·,·,3%
O=C1Cc2cc(Cl)ccc2N1,-4%,0,-52%[25.6 µM],·,·,·,-15%[23.9 µM]
O=C(Cn1nc2c(cc1=O)CCCCC2)Nc1ccc(F)cc1,?,6,-12%,1%,-1%,-17%,-26%
NC(=O)c1ccc(N2CCN(Cc3cnc(-c4ccco4)nc3)CC2)nc1,-7%,2,11%,0%,4%,-7%,-4%
O=C(NC1CCCCCC1)C1c2ccccc2C(=O)N1Cc1ccccc1Cl (stereo not given),·,7,24%,·,·,·,-15%
Cc1ccc(-c2cc3c(=O)n(CCNC(=O)Cc4c[nH]c5ccccc45)ccn3n2)c(C)c1,-3%,1,11%,40µM*,?,-27%,2%
Cc1cccc(N(CC(=O)N[C@H]2CC[C@H]2NC2CCCC2)S(C)(=O)=O)c1,-6%,-6,-8%,-2%,-2%,-26%,-7%
COc1ccc(C(=O)N2CCC(n3cc(-c4nc(C)no4)nn3)CC2)c(OC)c1,i,6,?,-3%,5%,-24%,0%

# 3 of the compounds above, with values under each structure:
# Fields – GPT2 inhibitor | IP6K1 inh | SNCA expr inh | HEK cytotox | Luciferase inh | NIH3T3 tox | SNCA viab count
- Cc1cccc(CCn2c(=O)c3ccccc3n(CC(=O)Nc3ccccc3F)c2=O)c1
 : · | 13 | 5% | · | · | · | 9%
- O=C1Cc2cc(Cl)ccc2N1
 : -4% | 0 | -52%[25.6 µM] | · | · | · | -15%[23.9 µM]
- Cc1ccc(-c2cc3c(=O)n(CCNC(=O)Cc4c[nH]c5ccccc45)ccn3n2)c(C)c1
 : -3% | 1 | 11% | 40µM* | ? | -27% | 2%

# The listing continues:
SMILES,GPT2 inhibitor,IP6K1 inh,SNCA expr inh,HEK cytotox,Luciferase inh,NIH3T3 tox,SNCA viab count
O=C(C1CC1)N1CC[C@H]2COC(=O)N2c2ccccc2C1,-4%[88.5 µM],0,-5%[87.6 µM],-11%[230 µM],-2%[230 µM],-7%[174 µM],2%[87.6 µM]
FC(F)(F)c1cc(Nc2cnc3ccc(N4CCOCC4)nn23)ccc1Cl,?,-17,-8%[87.6 µM],79µM*,0%[172 µM],?,15%[87.6 µM]
Cc1ccc(S(=O)(=O)NCC2CCC(C(=O)NCCc3ccccc3)CC2)cc1 (stereo not given),·,-9,7%,·,·,·,2%
CCc1noc(-c2cccn3c(CNC(=O)c4cc(C)ccc4C)nnc23)n1,5%,22,-25%,i,-2%,i,1%
C/C=C(\C)C(=O)OC1C2(O)CC3=C4CC(=O)OC(c5ccoc5)C4(C)CCC3C(C)(C2=O)C(C(OC(C)=O)C(=O)OC)C1(C)C (stereo not given),1%[17.1 µM],3,·,·,·,·,-3%[23.9 µM]
O=C(NCC1Cn2cccc2CN1Cc1ccccc1)c1ccoc1 (stereo not given),i,-12,62%[activator],-29%,?,?,-1%
CC(C)c1ccc(CNC(=O)c2ccc(N3CCCC3)c(NC(=O)NCc3ccc(F)cc3)c2)cc1,·,3,-7%,·,·,·,0%
CN(C)CCNC(=O)c1cccnc1OC1CCNCC1,i,16,-23%,0%,1%,i,-5%
COCCCNC(=O)c1cn(CCOC)c(=O)c2c1c1ccccc1n2C,·,-10,11%,·,·,·,3%
COC(=O)c1ccccc1NC(=O)Cn1ccn2nc(-c3ccccc3)c(CO)c2c1=O,-12%,2,-21%,-20%,-4%,-18%,-7%
COCCCNC(=O)c1ccc(Cn2ccn3nc4c(c3c2=O)CCCC4)cc1,-5%,-3,9%,?,-3%,?,-10%
COCCN1C(=O)CS(=O)(=O)C12CCN(C(=O)c1ccccc1F)CC2,i,-1,-6%,4%,-2%,-18%,-3%
CC(=O)c1ccc(NC(=O)Cn2cc3c(n2)CCCC3)cc1,·,21,14%,·,·,·,-6%
Cc1ccc(CNc2nnc(C)c3nnn(Cc4ccc(F)cc4)c23)cc1,·,-2,6%,·,·,·,-4%
CCOc1ccc(CC(=O)NC2CC(=O)N(c3ccc4c(c3)OCCO4)C2)cc1 (stereo not given),·,-2,-5%,·,·,·,5%
Fc1cccc(-n2nc(C3CCOCC3)nc2CNC2CC2)c1,-6%,5,-2%,-4%,3%,-14%,-19%
CCCCCCOc1ccc(/C=C/C(=O)Nc2sc3c(c2C(=O)OC)CCC3)cc1OC,·,12,?,·,·,·,?
COCc1cc(C)nc2sc(C(=O)Nc3ccc(C(C)=O)cc3)c(N)c12,·,-4,295%[activator],·,·,·,30%
Cc1nn(-c2ccc(C(C)(C)C)cc2)c(C)c1[C@@H]1C=C[C@@H](NC(=O)c2ccco2)C1,-4%[88.5 µM],-9,7%[87.6 µM],?,14µM*,35µM*,-30%[87.6 µM]
Cc1cc(-c2ccc(C)c(S(=O)(=O)N(Cc3cccs3)C(C)C)c2)on1,·,6,?,·,·,·,-13%
CC(=O)c1cccc(NC(=O)C2=CC(c3ccc(F)cc3)=NS(=O)(=O)N2C)c1,·,-5,4%,·,·,·,-19%
CCn1ccc2sc(C)c(C(=O)NCCC(C)C)c2c1=O,?,16,?,-8%,-9%,-1%,16%
CO[C@H]1[C@H](NC(=O)Cn2nc(C)c(C)c2C)c2ccccc2C12CCNCC2,?,7,9%,1%,0%,-1%,-8%
CNC(=O)CCN(C)c1nccc(-c2ccc(C)nc2C)n1,?,-2,-5%,-12%,-12%,-19%,-7%
CCCNC(=O)C(NC(=O)c1ccc(OC)cc1)C1CCN(C(=O)c2ccc3c(c2)OCO3)CC1 (stereo not given),i,28,?,-26%,-4%,-13%,-10%
CN(C)c1ccc(-c2nc(-c3ccncc3)no2)cc1[N+](=O)[O-],·,2,89%[activator],·,·,·,?
O=C(NCCc1noc(-c2ccccc2)n1)C1COc2ccccc2C1 (stereo not given),i,8,9%,-24%,-12%,?,12%
CCc1c(C)nc(SCC(=O)N2CCN(c3ccccc3OC)CC2)[nH]c1=O,·,-10,22%,·,·,·,7%
CNCCN1C(=O)CC[C@H]2CN(c3nc4cc(C)ccc4o3)CC[C@H]21,i,7,12%,-13%,0%,0%,3%
CC(C)CC(=O)n1nc(-c2ccco2)nc1NCc1ccc(Cl)cc1,·,-4,22%,·,·,·,0%
CCCC1=Nc2cc(C(=O)NC(C)c3ccccc3)ccc2Sc2ccc(C)cc21 (stereo not given),·,-6,?,·,·,·,-7%
COCCCNC(=O)Cn1c(=O)n(-c2ccccc2)c(=O)c2c1c1cc(OC)ccc1n2C,·,9,3%,·,·,·,-16%
COC(=O)c1ccc(NC(=O)Cn2ccn3nc(-c4ccc(OC)cc4)cc3c2=O)cc1,·,-2,11%,·,·,·,2%
O=C1N(C2CCCCC2)C[C@H]2CN(Cc3ccc(C(F)(F)F)cc3)CCN12,i,-6,?,?,-13%[172 µM],?,-23%[87.6 µM]
O=C(Cn1ccn2nc(-c3ccc(F)cc3)c(CO)c2c1=O)Nc1ccc(Cl)cc1F,i,0,-2%,-11%,5%,-21%,3%
CCc1nn2c(=O)cc(COC(=O)c3ccccc3NC(=O)c3cccs3)nc2s1,·,-1,?,·,·,·,5%
COc1ccc(C(=O)NCC2CCN(c3cnn(C)c(=O)c3)C2)c(OC)n1 (stereo not given),i,22,1%,1%,-3%,-3%,-15%
COc1ccc(Cl)cc1NC(=O)Cn1c(-c2ccc(F)cc2)nc(C)c(CCO)c1=O,-7%,1,-11%,?,-1%,?,-1%
COc1ccc(NC(=O)O[C@@H]2CC[C@]3(C)C(CC[C@@H](O)[C@H]3CC(=O)NCc3ccc4c(c3)OCO4)[C@]2(C)CO)cc1 (stereo not given in full),-6%,-5,20%,?,-4%,45µM*,-4%
Cc1ccc(CC(=O)N2CC(c3nnc(-c4ccc(C)cc4)o3)C3(CCOCC3)C2)cc1 (stereo not given),-3%,3,-8%,?,4%,-24%,-6%

# Copied from the list:
# Luciferase inh, CCn1ccc2sc(C)c(C(=O)NCCC(C)C)c2c1=O = -9%
# SNCA viab count, Cc1ccc(S(=O)(=O)NCC2CCC(C(=O)NCCc3ccccc3)CC2)cc1 (stereo not given) = 2%
# SNCA viab count, Cc1ccc(CC(=O)N2CC(c3nnc(-c4ccc(C)cc4)o3)C3(CCOCC3)C2)cc1 (stereo not given) = -6%
# IP6K1 inh, CCCCCCOc1ccc(/C=C/C(=O)Nc2sc3c(c2C(=O)OC)CCC3)cc1OC = 12

# (more compounds)
SMILES,GPT2 inhibitor,IP6K1 inh,SNCA expr inh,HEK cytotox,Luciferase inh,NIH3T3 tox,SNCA viab count
CC(=O)c1cccc(-n2c(=O)c3c4c(sc3n(CC(=O)c3ccc(Cl)cc3)c2=O)CN(C(C)=O)CC4)c1,·,2,3%,·,·,·,-5%
COC(=O)c1cccc(Nc2c(-c3ccc(SC)cc3)nc3nc[nH]n23)c1,·,-8,86%[activator],·,·,·,2%
CNC(=O)[C@@H]1C[C@@H](O)CN1C1CCN(C(=O)c2cccc(OC)c2)CC1,3%,36,1%,1%,4%,-3%,6%
O=C(NCc1ccc(F)cc1)c1ccc(CSc2nc3ccncc3n2Cc2ccc(F)cc2)cc1,·,-14,-23%,·,·,·,?
CCn1cc(CN2CCSCC2)ccc1=O,i,-4,26%,-1%,-2%,-10%,10%
Cc1ccc(S(=O)(=O)N2CCC(OC3CCN(Cc4ccccc4)CC3)CC2)cc1C,i,2,-19%,?,17%,35µM*,-13%
COc1ccc(OCC2CN(Cc3cccs3)C(=O)c3ccc(C)nc3O2)cc1 (stereo not given),·,-7,·,?,·,?,·
CC(=O)c1ccc(NS(=O)(=O)c2cc(-c3cnc(C4CC4)o3)ccc2C)cc1,·,5,-7%,·,·,·,-14%
CCN(CC)c1cc(CCC(=O)NCCCN2CCN(C)CC2)ccn1,i,2,26%,i,3%,2%,-7%
CCc1ccc(C2c3c(oc4ccc(C)cc4c3=O)C(=O)N2c2nc(C)c(C)s2)cc1 (stereo not given),·,-4,13%,·,·,·,9%
O=C(NCC(F)F)C1CCCN1C(=O)c1cccc(-c2ccccn2)c1 (stereo not given),-5%,-7,13%,-1%,·,-13%,2%

# Bioassay records: PubChem BioAssay, National Center for Advancing Translational Sciences (NCATS)
